High-throughput results (PubChem)
MCL1-BIM inh = inhibitors of human MCL1 binding to BIM-BH3 peptide; GST-MCL1 / FITC-Bim-BH3 fluorescence polarization; 0.68% of 320,000 active; Q07820; inhibition, % at 10.9 µM;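 active means inhibition above the mean inhibition of all tested compounds plus 3 SD, set per campaign, cut at about 40% in these data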;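 further: 0% = DMSO wells and 100% = unlabeled Bim-BH3 peptide control; higher means more loss of mP so more displacement of Bim peptide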
Target sequence (Q07820 whole entry, looked up): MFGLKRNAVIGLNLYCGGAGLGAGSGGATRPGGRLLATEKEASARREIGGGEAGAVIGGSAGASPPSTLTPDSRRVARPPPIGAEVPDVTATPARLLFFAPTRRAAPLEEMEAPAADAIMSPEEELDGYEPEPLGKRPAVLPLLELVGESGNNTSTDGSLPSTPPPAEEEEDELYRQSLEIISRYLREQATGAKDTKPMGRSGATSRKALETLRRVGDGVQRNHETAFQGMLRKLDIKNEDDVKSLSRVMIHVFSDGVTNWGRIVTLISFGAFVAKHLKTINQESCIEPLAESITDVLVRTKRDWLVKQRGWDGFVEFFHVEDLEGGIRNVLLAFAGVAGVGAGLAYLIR
GSTO1 inh = counter-screen for RBBP9 inhibitors: inhibitors of human GSTO1; AID 1974; inhibition, % at 5.96 µM; 1.1% of 300,000 active; P78417; recombinant GSTO1, activity-based probe fluorescence polarization;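 active means inhibition above the campaign mean inhibition plus 3 SD, cut at about 35% in these data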;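 further: 0% = GSTO1-1 with DMSO and 100% = wells lacking GSTO1-1 enzyme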
GLD-1 RNA inh = GLD-1-TGE RNA interaction inhibition (C. elegans); 0.44% of 320,000 active; AID 2280; Q17339; inhibition, % at 5.96 µM; purified GLD-1 + fluorescein TGE RNA, fluorescence polarization;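 active means percent inhibition above a per-plate cutoff, the plate mean of test compounds plus 3 SD, cut at about 30% in these data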;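 further: 0% = DMSO wells with GLD-1 and probe and 100% = wells lacking GLD-1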
PAD4 inh = inhibitors of human PAD4; recombinant PAD4, RCA probe fluorescence polarization; Q9UM07; inhibition, % at 6.36 µM; 0.41% of 330,000 active;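 active means percent inhibition above a cutoff equal to the mean of all tested compounds plus 3 SD, cut at about 15% in these data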;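 further: 0% = PAD4 with RCA probe and DMSO and 100% = probe without PAD4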
Target sequence (Q9UM07 whole entry, looked up): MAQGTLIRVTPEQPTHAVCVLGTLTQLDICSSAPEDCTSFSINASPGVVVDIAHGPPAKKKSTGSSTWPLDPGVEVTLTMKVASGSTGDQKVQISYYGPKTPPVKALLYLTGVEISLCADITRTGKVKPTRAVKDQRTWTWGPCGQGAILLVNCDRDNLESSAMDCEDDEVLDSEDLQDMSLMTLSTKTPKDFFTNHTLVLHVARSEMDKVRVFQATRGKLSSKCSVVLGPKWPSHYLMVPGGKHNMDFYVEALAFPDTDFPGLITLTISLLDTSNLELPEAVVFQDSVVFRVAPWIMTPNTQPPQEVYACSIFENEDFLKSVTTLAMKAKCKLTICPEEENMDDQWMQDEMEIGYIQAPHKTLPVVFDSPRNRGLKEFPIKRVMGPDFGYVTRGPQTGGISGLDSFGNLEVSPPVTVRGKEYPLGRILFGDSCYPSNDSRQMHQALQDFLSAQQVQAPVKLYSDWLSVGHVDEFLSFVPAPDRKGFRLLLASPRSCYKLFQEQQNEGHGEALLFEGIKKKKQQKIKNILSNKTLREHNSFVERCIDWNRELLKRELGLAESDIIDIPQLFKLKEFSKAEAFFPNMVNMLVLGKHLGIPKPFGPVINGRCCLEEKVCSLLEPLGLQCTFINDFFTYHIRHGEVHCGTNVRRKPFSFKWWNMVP
Fam108B inh = counter-screen for RBBP9 inhibitors: inhibitors of mouse Fam108B | recombinant Fam108B, FP-Rh probe fluorescence polarization | inhibition, % at 9.51 µM | 0.33% of 300,000 active;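 active means inhibition above the screen mean inhibition plus 3 SD, computed separately per campaign, cut at about 18% in these data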;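 further: inhibitors lower polarization as less probe binds the enzyme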
TPT1 inh = inhibitors of Candida albicans tRNA 2'-phosphotransferase TPT1 | inhibition, % at 5 µM | recombinant caTPT1, FP RNA substrate dephosphorylation | AID 1962 | 0.81% of 300,000 active;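 active means inhibition above the mean of all tested compounds plus 3 SD, set per screening campaign, cut at about 24% in these data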;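 further: plate controls were DMSO alone for no effect and ferristatin control at 100 nM for full effect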
BCLXL inh = inhibitors of human Bcl-xL | Q07817 | 0.7% of 320,000 active | AID 2129 | GST-Bcl-xL / FITC-Bim BH3 peptide fluorescence polarization | inhibition, % at 10.9 µM;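 active means inhibition above the mean of all tested compounds plus 3 SD, cutoff set per campaign, cut at about 30% in these data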;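 further: 0% = DMSO wells and 100% = unlabeled Bim-BH3 peptide competitor; inhibitors lower millipolarization by displacing the labeled peptide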
MEX-5 binding = C. elegans MEX-5 TCR-2 RNA binding activity. Q9XUB2. MEX-5/FITC-TCR2 RNA binding, fluorescence polarization; active compounds read low. activity score (negative = inhibition of binding), % at 10 µM. 0.38% of 300,000 active;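 active means inhibition past about -25% in most replicates, and total fluorescence under double the plate's negative control median, limit read from the data; inconclusive means replicates evenly split on the limit, or fluorescence at least double controls; inactive means too little inhibition in most replicates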;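 further: 0% = DMSO and -100% = 5 µM competing unlabeled TCR2 RNA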
PME-1 inh = blocks human protein phosphatase methylesterase 1. Q9Y570. recombinant PME-1, FP-Rh probe fluorescence polarization. inhibition, % at 5.9 µM. 0.53% of 320,000 active. AID 2130;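 active means inhibition above the campaign mean of all compounds plus 3 SD, cut at about 26% in these data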;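 further: competitive labeling of PME-1 active site by serine hydrolase directed probe; 0% = PME-1 with DMSO and 100% = wells lacking PME-1 enzyme; inhibitors block probe labeling so polarization falls and inhibition rises; many of its hits are not listed in these tables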
An asterisk follows results filed as active; ? = inconclusive; nt = not tested or not shown. The list is partial. The share of hits here may be higher or lower than overall.

SMILES	MCL1-BIM inh	GSTO1 inh	GLD-1 RNA inh	PAD4 inh	Fam108B inh	TPT1 inh	BCLXL inh	MEX-5 binding	PME-1 inh
COC(=O)[C@@]1(Cc2ccccc2)[C@H]2c3cc(C(=O)N4CCCC4)n(CCSCCO)c3C[C@H]2CN1C(=O)c1ccccc1	1	-3	5	-2	1	-2	7	-1.0	4
Cc1n[nH]c(C)c1CCN(C)Cc1cn(C)nc1-c1ccc2c(c1)OCCO2	9	6	-3	2	4	-2	9	-3.5	-3
CC(C)(C)S(=O)(=O)c1c(C(=O)O)cccc1C(=O)O	7	-3	3	1	-5	-2	6	1.6	-6
COc1ccccc1C1CCN(c2cc(O)ccc2[N+](=O)[O-])CC1	2	5	4	-5	-6	0	3	-0.7	-1
CCO[C@@H]1OC(C(=O)Nc2ccccc2)=C[C@H](c2ccc3c(c2)OCO3)[C@H]1CCCO	3	2	-3	-4	2	-6	2	0.8	1
CCOC(=O)NNS(=O)(=O)c1cc(Br)ccc1Br	-5	0	-1	-2	0	0	-2	-0.2	4
CC(C)c1[nH]nc2c1C(Cc1ccccc1)C(C#N)=C(N)O2 (configuration not stated)	4	0	-6	-4	-2	1	3	-1.4	2
NNC(=O)C(=O)Nc1ccc(Cl)c(Cl)c1	3	0	6	-1	-11	-3	3	0.3	2
COc1ccccc1N1CCN(C(=O)/C=C/c2cccc([N+](=O)[O-])c2)CC1	3	2	0	-3	0	5	-1	1.7	0
Cc1cc(C)n(-c2nnc(NC(C)(C)C)nn2)n1	-6	1	3	-4	1	-3	-3	-1.0	-4
COc1ccc(CCN2CC(C(=O)N3CCC(O)(c4ccccc4)CC3)CCC2=O)cc1 (configuration not stated)	1	6	4	-2	-1	-2	4	3.2	0
Cc1[nH]c(C)c(S(=O)(=O)N2CCN(c3ccccc3)CC2)c1C(=O)N1CCCCC1	15	0	21	-6	-1	0	18	0.3	1
Cc1ccc(CC(=O)Nc2cc(C)on2)cc1	-2	2	-2	-5	-4	-5	2	-1.6	-2
COc1cccc(OCCCN2CCCCC2)c1	-2	3	1	0	0	1	1	-0.8	0
CCn1c(SCC(=O)NNC(=O)Cc2ccccc2)nnc1-c1ccccc1	1	-1	-1	1	-4	-4	-3	1.0	0
COc1ccc(C(CNC(=O)C(=O)Nc2ccc3c(c2)OCCO3)N2CCN(C)CC2)cc1 (configuration not stated)	5	-4	-9	5	5	-4	3	-0.8	-1
CCCN1C(=O)S/C(=C/c2ccc(N3CCOCC3)o2)C1=O	-239	-19	-224	-1	-8	180*	-148	?	-15
CC(c1ccccc1)n1c(-c2ccncc2)n[nH]c1=S (configuration not stated)	-6	11	9	2	2	0	-4	0.3	1
CCNc1nc(NCC)n2c(SCC(=O)c3ccccc3F)nnc2n1	22	4	-2	2	-2	-5	-1	-2.4	0
C=CCN1C(=O)c2ccc(C(=O)NCCc3ccc(F)cc3)cc2C1=O	-3	3	3	0	1	-1	2	1.9	0

Only TPT1 inh, PME-1 inh and GLD-1 RNA inh, for 4 of the compounds above:
smiles,TPT1 inh,PME-1 inh,GLD-1 RNA inh
CCNc1nc(NCC)n2c(SCC(=O)c3ccccc3F)nnc2n1,-5,0,-2
CCO[C@@H]1OC(C(=O)Nc2ccccc2)=C[C@H](c2ccc3c(c2)OCO3)[C@H]1CCCO,-6,1,-3
Cc1n[nH]c(C)c1CCN(C)Cc1cn(C)nc1-c1ccc2c(c1)OCCO2,-2,-3,-3
COc1ccc(C(CNC(=O)C(=O)Nc2ccc3c(c2)OCCO3)N2CCN(C)CC2)cc1 (configuration not stated),-4,-1,-9

Three structures from above, sorted by molar mass, smallest number first.
SMILES	MCL1-BIM inh	GSTO1 inh	GLD-1 RNA inh	PAD4 inh	Fam108B inh	TPT1 inh	BCLXL inh	MEX-5 binding	PME-1 inh
Cc1n[nH]c(C)c1CCN(C)Cc1cn(C)nc1-c1ccc2c(c1)OCCO2	9	6	-3	2	4	-2	9	-3.5	-3
COc1ccc(CCN2CC(C(=O)N3CCC(O)(c4ccccc4)CC3)CCC2=O)cc1 (configuration not stated)	1	6	4	-2	-1	-2	4	3.2	0
COC(=O)[C@@]1(Cc2ccccc2)[C@H]2c3cc(C(=O)N4CCCC4)n(CCSCCO)c3C[C@H]2CN1C(=O)c1ccccc1	1	-3	5	-2	1	-2	7	-1.0	4

(further entries)
SMILES	MCL1-BIM inh	GSTO1 inh	GLD-1 RNA inh	PAD4 inh	Fam108B inh	TPT1 inh	BCLXL inh	MEX-5 binding	PME-1 inh
CC(=O)c1cccc(CN2CCN(CC=C(C)C)C(CCO)C2)c1 (configuration not stated)	9	11	3	-3	-5	-1	3	-2.2	-2
Cn1ccnc1SCC(=O)c1cccc(C(F)(F)F)c1	2	5	-2	2	-2	2	-3	0.0	-1
CNCc1ccccc1Sc1ccc(O)c(O)c1	39	74*	7	-1	5	-1	15	-54*	4
N=c1c2c(ncn1CCCO)Oc1c(ccc3ccccc13)C2c1ccccc1 (configuration not stated)	1	-17	7	-1	-1	-5	5	2.1	-6
Cc1ccc(-n2nnnc2SCc2ccc(C(=O)O)cc2)cc1C	4	-5	-7	-1	-3	-7	9	1.2	-1
Cc1[nH]c(=O)[nH]c(=O)c1/C=N/NC(=O)[C@H](C)NC(=O)OC(C)(C)C	4	-9	1	-1	5	-3	1	-0.5	-2
CC1(c2nnc(Cc3ccccc3)o2)CC(c2c(Cl)cccc2Cl)=NO1 (configuration not stated)	-5	7	6	-3	0	-1	2	1.1	2
O=S(=O)(NN=C1CCCCCCC1)c1ccc(Br)cc1	0	7	2	-1	1	-1	3	1.0	-3
Cc1ccc(-n2c(C)nn(Cc3ccc([N+](=O)[O-])cc3)c2=O)cc1	9	3	-6	3	4	-6	7	1.1	10
O=C(c1ccc2c(c1)N(Cc1ccccc1)C(=O)CS2)N1CCOCC1	0	-7	-6	-1	0	-3	0	1.1	5
CCc1nc(SCC(=O)NCC2CCCO2)c2oc3ccccc3c2n1 (configuration not stated)	6	-17	0	2	0	0	3	2.8	3
CC1CCN(C(=O)c2cc(-c3ccc(Cl)c(Cl)c3)on2)CC1	10	9	3	-2	3	-2	2	0.3	2
CCOC(=O)c1c(C)[nH]c(C(=O)C(C)OC(=O)c2cccc(OCc3c(C)noc3C)c2)c1C (configuration not stated)	-8	-1	3	-4	-18	-1	-2	nt	-22
C=C1CCN([C@H](C(=O)Nc2ccc(OC)cc2)C(C)C)S(=O)(=O)c2ccccc21	-3	4	4	-1	1	2	2	4.2	4
CNC(=O)c1c(NC(=O)c2ccc(N3C(=O)CCC3=O)cc2)sc2c1CCCC2	-1	8	3	-3	-3	1	5	2.1	-4
COc1ccccc1NC(=O)CNC(=O)c1ccccc1C	1	3	-3	-6	6	-5	2	0.1	2
CS(=O)(=O)N(CC(=O)N/N=C/c1ccccn1)c1ccc(Oc2ccccc2)cc1	12	3	5	2	-1	-1	7	0.7	1
COc1cccc(CNC(=S)NC2CCCC2)c1	7	2	5	1	-4	-2	7	-0.1	-2
CCOP(=O)(OCC)C(Nc1cccc([N+](=O)[O-])c1)c1ccc(OC)cc1 (configuration not stated)	-6	-4	-5	3	0	1	-5	-0.4	1
Cc1cc(C)n(-c2ccc(NC(=O)C3CCCCN3C(=O)c3cccs3)cc2)n1 (configuration not stated)	4	5	-3	-6	2	-2	4	-0.3	5
CC(=O)c1cccc(N(CC(=O)NC2CCCC2)C(=O)c2ccc(C)s2)c1	5	2	-3	-4	-10	-1	0	-0.8	-16
CN(c1cccc(NC(=O)c2ccccc2N(Cc2ccccc2)S(C)(=O)=O)c1)S(C)(=O)=O	4	1	-2	0	-3	-2	2	2.0	4
Cc1cc2cc(C)c3nnc(SCC(=O)Nc4ccc(S(=O)(=O)N5CCCCC5)cc4)n3c2cc1C	-3	7	1	-3	-7	0	-3	0.4	-1
Cc1cc(C)cc(OCCCOc2cccc3cccnc23)c1	5	2	2	-3	-2	1	5	-0.8	-7
CCCn1c(C)cc(C(=O)CN2C(=O)c3cccc(N)c3C2=O)c1C	25	-1	35*	-4	0	-7	28	nt	-5
Cc1cc(C)n2nc(SCc3ccc(F)cc3Cl)nc2n1	6	-4	-4	-1	0	2	0	1.7	1
CCc1cccc(NC(=O)CCCn2nc(CC)n3c(cc4occc43)c2=O)c1	31	-4	31*	-4	0	0	30	1.8	5
COc1ccc(/C=C/C(=O)O)cc1S(=O)(=O)NCC1CCCO1 (configuration not stated)	8	2	-1	-3	2	-4	4	0.1	2
Cc1ccc2c(c1)CCCN2C(=O)CSc1ccccc1	-2	1	4	2	-4	-3	2	-2.0	4
COc1ccc(CNC(=O)CSc2n[nH]c(N)n2)cc1OC	-10	3	-4	-1	3	-3	-7	-3.4	-6
COc1cccc(Nc2ccc(Nc3cccc(OC)c3)nn2)c1	-1	19	1	2	12	-4	2	-0.2	9
CC1CCCCN1CC(O)COc1ccc(OCC(O)CN2CCCCC2C)cc1 (configuration not stated)	3	-7	7	-5	4	1	3	0.2	2
Cc1cc(NC(=O)c2ccc3c(c2)C(=O)N(Cc2cccnc2)C3=O)no1	-1	-2	-9	-2	-3	0	1	-3.1	9
CC(C)n1c(SCC(=O)Nc2ccc(F)cc2)nnc1C1CC1	8	5	7	-1	0	0	3	0.5	5
COc1cccc2c1Oc1ncccc1N(C(=O)CCC(=O)NCc1ccc(C)cc1)C2	1	16	0	0	6	-4	-3	3.0	-2
O=C(CN1CCN(S(=O)(=O)c2ccc(F)cc2)CC1)c1ccc(O)c(O)c1	6	20	2	6	-2	0	18	-3.6	1
Cc1cc(C)cc(OCC(=O)O/N=C(\N)c2ccccn2)c1	5	8	0	1	-1	2	8	-4.6	2
CCn1c(SCC(=O)N(Cc2ccccc2)C2CCS(=O)(=O)C2)nc2ccccc2c1=O (configuration not stated)	-12	2	-7	-6	4	0	-4	3.7	6

TPT1 inh: entries above that show a hit.
Structure,MCL1-BIM inh,GLD-1 RNA inh,PAD4 inh,TPT1 inh,BCLXL inh,MEX-5 binding,PME-1 inh
CCCN1C(=O)S/C(=C/c2ccc(N3CCOCC3)o2)C1=O,-239,-224,-1,180*,-148,?,-15

7 of the compounds above, with values under each structure:
Results follow in this order: MCL1-BIM inh, GSTO1 inh, GLD-1 RNA inh, PAD4 inh, Fam108B inh, TPT1 inh, BCLXL inh, MEX-5 binding, PME-1 inh
COc1ccc(CNC(=O)CSc2n[nH]c(N)n2)cc1OC
  -10, 3, -4, -1, 3, -3, -7, -3.4, -6
CCc1cccc(NC(=O)CCCn2nc(CC)n3c(cc4occc43)c2=O)c1
  31, -4, 31*, -4, 0, 0, 30, 1.8, 5
Cc1cc(C)cc(OCCCOc2cccc3cccnc23)c1
  5, 2, 2, -3, -2, 1, 5, -0.8, -7
CC(C)n1c(SCC(=O)Nc2ccc(F)cc2)nnc1C1CC1
  8, 5, 7, -1, 0, 0, 3, 0.5, 5
CCCn1c(C)cc(C(=O)CN2C(=O)c3cccc(N)c3C2=O)c1C
  25, -1, 35*, -4, 0, -7, 28, nt, -5
CN(c1cccc(NC(=O)c2ccccc2N(Cc2ccccc2)S(C)(=O)=O)c1)S(C)(=O)=O
  4, 1, -2, 0, -3, -2, 2, 2.0, 4
CC1CCCCN1CC(O)COc1ccc(OCC(O)CN2CCCCC2C)cc1 (configuration not stated)
  3, -7, 7, -5, 4, 1, 3, 0.2, 2
